Cl transport mod – modulators of human KCC2 chloride dependent transport. Q9H2X9. KCC2 cells, thallium flux FluoZin-2 fluorescence. B-score of Tl+ flux slope (higher = more flux/activation; lower = inhibition) at 10 µM. 190,000 compounds, 2.2% hits;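 active = thallium flux slope and its plate-corrected score both differing from the plate sample mean at a set confidence after two filtering rounds, in either direction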;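 also: slope of fluorescence scaled to starting intensity during 10 to 20 s after thallium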
PERK inh – human PERK inhibition, primary cell-based screen. inhibition, % at 5.6 µM. CHO PERK-DD fusion, SEAP luminescence translation reporter. Q9NZJ5. 220,000 compounds, 0.17% hits;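 active = inhibition above the mean inhibition of all tested compounds plus 3 SD, set separately per screening campaign, cut at about 2.9% in these data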;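 also: PERK kinase domain activated by AP20187 dimerizer at 100 nM; 0% = DMSO with dimerizer and 100% = rapamycin at 8.4 µM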
MDM2 E3 inh – blocks human Mdm2 ubiquitin ligase activity | cell-based MDM2 ubiquitination luciferase reporter, 2 h; 0 = plate control, 100 = twice control, blank-subtracted | signal enhancement, % at 5 µM | 210,000 compounds, 0.11% hits;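 active = signal enhancement of 30% or more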;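 also: luminescence tracks abundance of the self-degrading MDM2-luciferase fusion protein; higher signal means inhibition of MDM2 E3 ligase activity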
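system = mammalian cells stably expressing self-ubiquitinating, self-degrading MDM2 E3–luciferase fusion | quantity = 2000 cells per well seeded | incubation = 4 h cell settling then 2 h compound exposure, 37 °C | signal = SteadyLite luminescence, 15 min reagent step | benchmarks = plate control and blank wells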
Rad51 HR inh – Rad51 (human) homologous recombination inhibition | Q06609 | hRad51 DNA strand exchange, fluorescence dequenching | inhibition, % at 10 µM | 200,000 compounds, 0.085% hits | AID 1385;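 active = inhibition above 40% at the single screening dose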;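 also: 0% = DMSO control wells and 100% = blanks with heterologous ssDNA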
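Material: human Rad51–ssDNA filaments; Probe or stimulus: labelled 47-mer dsDNA for strand exchange; Doses: single 10 µM dose; Incubation: 37 °C 15-min filament assembly, 30-min compound preincubation, 15-min exchange; Technique: FRET fluorescence dequenching, excitation 485 nm, emission 520 nm; Measure: Fluorescence-based percent inhibition, control- and blank-normalised; Benchmarks: plate control and blank wells.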
Calpain2 inh – calpain II (pig) inhibition | purified calpain II, fluorogenic peptide substrate, 30 min | inhibition, % at 16 µM | 220,000 compounds, 0.37% hits | AID 1236;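 active = inhibition above about 50%, limit read from the data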
zVAD death inh – L929 zVAD cell death inhibition; L929 zVAD necroptosis rescue, ATP luminescence, 24 h; with zVAD 60 µM; viability rescue, % at 10 µM; 220,000 compounds, 0.38% hits; AID 1377;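 active = activation, scaled between plate controls, above about 75%, limit read from the data; inactive = activation under that limit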;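 also: 0% = zVAD with DMSO and 100% = DMSO alone without zVAD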
TNF necrop inh – TNF-alpha cell death inhibition in Jurkat FADD-/- cells; Jurkat FADD-/- TNF necroptosis rescue, ATP luminescence, 24 h; 0 = TNF only, 100 = no-TNF cells; activation (protection from cell death), % at 10 µM; 220,000 compounds, 0.068% hits; AID 463075;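 active = activation, meaning protection from cell death, of at least 50% relative to plate controls; inactive = activation below 50%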;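 also: necroptosis triggered by 40 ng/mL TNF-alpha added together with compound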
eIF4E-4G inh – eIF4E/eIF4G interaction inhibition in translation initiation; TR-FRET eIF4E-eIF4GI(517-606) binding, 2 h; 220,000 compounds, 0.37% hits; inhibition, % at 21.7 µM;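 active = inhibition above about 30%, limit read from the data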;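 also: 0% = full FRET control wells and 100% = background wells lacking eIF4GI fragment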
EBV gp42 block – EBV gp42 inhibition | inhibition, % (tested at 21.74 µM) | 220,000 compounds, 0.42% hits | Fluorescence polarization binding assay, mP read-out | Q1HVG2; in the data active = inhibition above about 50%
The depositor's hits bear a star; i = inactive; / = no result given; [ ] = remark or other dose.

SMILES,PERK inh,eIF4E-4G inh,MDM2 E3 inh,Rad51 HR inh,Calpain2 inh,TNF necrop inh,Cl transport mod,EBV gp42 block,zVAD death inh
CC(C)(C)c1cc(C(=O)NCc2cccnc2)ccn1,0.2,2,-6,4,-35,0.0,/,8,2.2
O=C(CCNC(=O)c1ccco1)NCc1ccccc1,-0.3,-5[fluorescence artefact?],-20,2,-8,1.0,-1.6,-4,1.0
CCCCn1nc2cc(C(=O)N[C@H](C)C3CCCCC3)ccc2c1OCC,-0.7,/,-10,-2,i,-2.4,-0.41,-12,1.0
COC(C[C@H](O)C[C@H](O)COCc1ccccc1)OC,/,-1,-11,2,10,0.1,0.81,3,-0.1
Cc1sc(NC(=O)CSC2=NCCS2)nc1-c1ccccc1,-0.7,1,-20,4,9,2.3,/,-12,-0.1
COc1ccc(OC(C)C(=O)NCCC2=CCCCC2)cc1 (configuration not stated),0.1,4,-5,-8,7,1.5,-0.88,-7,2.1
O=C(CNC(=O)c1ccco1)OCC(=O)c1ccccc1Cl,-0.1,1,-8,/,-3,-0.5,-0.021,-3,1.2
Cc1onc(-c2c(F)cccc2Cl)c1C(=O)N1CCSCC1,0.1,5,-9,7,-16,0.7,1.8,-3,0.4
Cc1cc(C(=O)NNC(=O)c2ccc(C(F)(F)F)cc2)no1,0.3,-4,-7,19,-17,1.4,4.9,-16,0.4
COc1ccccc1-n1cc([C@@H]2C[C@H]3CN(c4ccccc4)C(=O)[C@]34CCCN24)cn1,0.9,-1,-4,-120,-65,3.1,-3,-34,61
CCN(CCn1cccn1)C(=O)CCc1nnc(CCc2ccccc2OC)o1,0.5,-4,2,3,-32,0.1,-0.28,-10,1.1
O=C(Nc1cc([N+](=O)[O-])ccc1Cl)c1ccc2c(c1)OCO2,1.8,1,11,30,-23,-1.5,1.2,-18,0.6
Cc1cccc(NC(=S)NC(=O)/C=C/c2ccccc2)n1,-0.9,-2,-30,-5,14,4.0,-0.29,-5,-0.7
O=S(=O)(NC1CCCC1)c1ccccc1Cl,0.8,2,-15,12,12,-2.7,1.4,-18,-0.9
Cc1ccc(O)c(CNc2ccccn2)c1,0.8,-6,-5,-1,-6,-12,-0.04,-9,0.1
Oc1ccccc1Nc1nc(NCC2CCCO2)c2ccccc2n1 (configuration not stated),-0.5,-7,-5,/,1,-4.5,-0.45,-14,0.5
O=C(COC(=O)C1CC(=O)N(Cc2ccccc2)C1)Nc1ccc(Cl)cc1F (configuration not stated),0.1,1,-18,19,16,0.4,-1.7,-1,-2.4
O=[N+]([O-])c1cc(Cl)ccc1Sc1ccccn1,1.9,-3,-29,10,14,0.0,/,-17,-0.2
CC[C@@H](C)CN1C(=O)N[C@@H](CCc2ccccc2)C(C(C)=O)=C1C,/,-3,2,4,-17,0.0,0.32,2,0.0
O=C(Nc1ccc(N2CCOCC2)nc1)c1ccc(C(F)(F)F)cc1,0.0,5,-13,-5,-4,-1.6,-0.031,16,44
CN1CCN(/N=C/c2ccc(Cl)c(Cl)c2)CC1,1.1,15,2,12,-8,4.1,0.095,1,0.4
O=C(COc1ccc(F)cc1)N1c2ccccc2CCc2ccccc21,-0.1,-7,-7,-6,9,0.0,-0.065,14,1.0
O=C1C(NS(=O)(=O)c2cccs2)=C(N2CCN(c3cccc(C(F)(F)F)c3)CC2)C(=O)c2ccccc21,-0.7,/,-13,1,-121,-7.4,0.0042,31,-0.3
Nc1nc(N)nc(-c2ccccc2)n1,-0.4,6,2,2,23,-0.2,0.86,1,0.1
Fc1ccccc1-c1nc2nc3ccccc3nc2n1CC1CCCO1 (configuration not stated),-1.0,-1,-5,/,-1,1.4,-0.86,-13,0.3
Cc1cccc(C2Nc3ccccc3C(=O)N2NC(=O)c2ccc([N+](=O)[O-])cc2)n1 (configuration not stated),1.4,0,7,-42,-3,-1.4,0.0044,-18,-0.2
CCOC(=O)C1CCCN(C(=S)Nc2ccc(OC)cc2)C1 (configuration not stated),-1.0,-4,-16,3,27,-0.3,1.2,-5,0.5
CCn1c(N)c(C(=O)NCC2CCCO2)sc1=S (configuration not stated),0.3,14,-5,7,1,-2.3,1.2,-16,-0.1
Cc1ccccc1-c1nc(CN2CCC(C(=O)NCc3cccnc3)CC2)c(C)o1,-1.2,4,1,-6,-5,-1.4,/,-10,-0.3
COc1cc(/C=N\Nc2ccc([N+](=O)[O-])cn2)ccc1OCC(=O)O,-0.2,1,-7,-2,17,0.5,1.5,-11,1.7
O=C(NCc1ccccc1Cl)C1CCC(CNc2c(N3CCOCC3)c(=O)c2=O)CC1 (configuration not stated),1.0,-2,0,10,9,2.1,-0.03,-25,1.0
COc1cc(C2/C(=C(/O)c3ccccc3)C(=O)C(=O)N2c2ccccn2)ccc1O (configuration not stated),0.6,82*,-6,-2,1,0.3,0.38,-6,7.2
COc1ccc(-c2nnc(SCC(=O)Nc3ccc4c(c3)OCCO4)n2N)cc1OC,0.2,2,-21,0,-46,-3.3,-0.33,2,0.1
COc1ccc(CCNC(=O)CN2CCN(Cc3ccc(F)cc3)C2=O)cc1OC,0.2,-2,-18,-6,4,0.1,0.43,-2,0.6
Cc1c(S(=O)(=O)N2CCN(c3ccccc3)CC2)c(=O)n(C)c(=O)n1C,-0.3,-3,-8,/,-16,-1.7,1.6,-10,-0.3
O=C(Nc1nnc(Cc2ccc(Cl)cc2)s1)c1ccncc1,-0.3,-2,5,/,-18,0.2,-2.1,0,1.2
COc1ccc(C(CC(=O)Nc2ccccc2OC)n2cccc2)cc1 (configuration not stated),-0.8,4[fluorescence artefact?],-7,4,-8,1.4,-0.33,-12,0.6
COc1cccc2sc(N(CCCN(C)C)C(=O)C(c3ccccc3)c3ccccc3)nc12,-0.4,6,0,6,-20,-17,0.027,-28,-2.2
C=CCn1c(SCC(=O)OC)nc2sc3c(c2c1=O)CCN(C)C3,1.3,-1,-15,6,-65,-1.0,0.29,-10,1.1
CC1C(=O)CC(c2ccco2)NC1c1ccco1 (configuration not stated),1.2,-1,0,6,9,0.4,0.35,-21,-0.1
COc1cc(OC)c(OC)cc1CN1CCCC(C(=O)c2sccc2C)C1 (configuration not stated),-1.0,-4,-24,/,11,4.1,0.99,-15,-0.6
Nc1nncn1C(=O)c1ccc(Cl)cc1Cl,0.7,0,-15,/,5,-0.6,0.22,7,0.8
Cc1ccc(S(=O)(=O)n2c3ccc(F)cc3c3nc(C)sc32)cc1,-0.1,18,3,10,3,1.2,0.012,-4,0.1
CCn1cc(C2=NC(CCSC)CO2)c2ccccc21 (configuration not stated),-0.2,-3,-6,-3,38,0.8,-0.01,8,0.1
Cc1c(N=Cc2ccccn2)c(=O)n(-c2ccccc2)n1C,-0.1,-3,-5,/,-59,-0.3,/,-6,0.5
CC1(C)NC(=O)N(CC(=O)OCC(=O)Nc2cccc(S(N)(=O)=O)c2)C1=O,0.9,-2,-11,1,-25,-0.4,0.3,-1,-0.3
CCOc1ccccc1NC(=O)CSc1nnc2ccc(-c3ccncc3)nn12,0.1,0,7,13,-3,0.3,-0.077,-10,1.7
N#C/C(=C(/O)c1ccc(F)cc1)c1nc2ccccc2s1,1.5,0,-18,19,-20,-0.5,-4.8*,-15,13
CCN(CC)C(=O)CN1C(=O)C(=O)c2ccccc21,1.5,1,-8,-1,-24,-0.7,-0.0033,-18,2.0
C=CCn1c(=NC(=O)CN2C(=O)CCC2=O)sc2cc(S(N)(=O)=O)ccc21,-0.4,-9,-45,3,23,0.9,1.1,-5,0.0
C(=C\c1ccccc1)/C=N/n1cnnc1,1.6,7,-9,2,-9,-0.6,0.4,-15,0.0
C=CCn1c(C(c2ccccc2)c2ccccc2)n[nH]c1=S,1.4,3,-12,1,-19,-0.1,-0.017,-1,1.6
CC(C)[C@H](CO)Nc1nc(Nc2ccc(Cl)c(C(=O)O)c2)c2ncn(C(C)C)c2n1,/,-4,7,-4,8,1.7,2,-3,-0.9
Cc1ccc2nc3c(cc(C#N)c(=N)n3CCCN3CCOCC3)c(=O)n2c1,0.7,/,/,/,/,-2.0,-0.28,/,-0.1
O=C(Nc1cccc(F)c1)c1ccc(Cn2cc([N+](=O)[O-])cn2)o1,-1.1,-1,-29,-1,10,1.6,-0.13,-3,0.6
C/C(Nc1ccc(F)cc1)=C(/C#N)C(N)=O,1.6,11,-15,2,25,-4.3,/,-3,-0.1
Cc1cc(C(=O)CCl)c(C)n1Cc1ccco1,1.0,3,-5,/,-16,-8.5,/,-8,-1.6
NC(=O)COc1ccc(=O)n(-c2ccccc2)n1,0.6,-4,1,-5,13,0.5,0.13,-14,0.5
Cc1ccc(NC(=O)C(C)OC(=O)CCNS(=O)(=O)c2ccc(C)cc2)cc1 (configuration not stated),0.0,2,0,-3,-17,3.9,-0.32,-17,0.0

In a second layout: results already given.
Values in the order: PERK inh | eIF4E-4G inh | MDM2 E3 inh | Rad51 HR inh | Calpain2 inh | TNF necrop inh | Cl transport mod | EBV gp42 block | zVAD death inh
Cc1c(S(=O)(=O)N2CCN(c3ccccc3)CC2)c(=O)n(C)c(=O)n1C
→ -0.3 | -3 | -8 | / | -16 | -1.7 | 1.6 | -10 | -0.3
N#C/C(=C(/O)c1ccc(F)cc1)c1nc2ccccc2s1
→ 1.5 | 0 | -18 | 19 | -20 | -0.5 | -4.8* | -15 | 13
Cc1cc(C(=O)NNC(=O)c2ccc(C(F)(F)F)cc2)no1
→ 0.3 | -4 | -7 | 19 | -17 | 1.4 | 4.9 | -16 | 0.4

High-throughput results: PubChem BioAssay, several laboratories
